ALOX12 inhib – 12-hLO (ALOX12) enzyme inhibition; purified 12-hLO, xylenol orange hydroperoxide absorbance; Potency, µM (doses to about 57.1 µM), without a hit: top-dose activity change, negative = inhibition, usual class: inhibitors; 150,000 compounds, 0.12% hits; AID 1452; note: potency is the fitted concentration of half-maximal effect; nearly all actives have a fitted effect of over 55% in size; many of its hits are not listed in these tables
Target sequence (P18054 whole entry, looked up): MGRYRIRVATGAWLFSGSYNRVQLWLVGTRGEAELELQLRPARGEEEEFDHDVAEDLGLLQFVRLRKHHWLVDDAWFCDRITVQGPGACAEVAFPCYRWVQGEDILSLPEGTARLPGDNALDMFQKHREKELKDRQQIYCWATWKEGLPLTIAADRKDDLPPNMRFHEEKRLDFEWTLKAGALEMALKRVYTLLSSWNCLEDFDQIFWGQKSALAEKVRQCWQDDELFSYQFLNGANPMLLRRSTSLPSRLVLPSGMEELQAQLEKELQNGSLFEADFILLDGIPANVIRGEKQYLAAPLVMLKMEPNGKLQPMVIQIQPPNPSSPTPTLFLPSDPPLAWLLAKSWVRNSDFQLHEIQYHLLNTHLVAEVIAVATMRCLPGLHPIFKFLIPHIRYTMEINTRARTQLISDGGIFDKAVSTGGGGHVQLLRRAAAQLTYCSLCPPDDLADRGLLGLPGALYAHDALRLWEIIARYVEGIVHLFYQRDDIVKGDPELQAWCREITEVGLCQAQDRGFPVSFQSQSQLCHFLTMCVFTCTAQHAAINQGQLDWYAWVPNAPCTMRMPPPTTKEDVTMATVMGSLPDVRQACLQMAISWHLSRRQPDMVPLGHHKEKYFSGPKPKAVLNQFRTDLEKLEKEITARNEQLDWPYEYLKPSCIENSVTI
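Hydroperoxide formation by human 12-lipoxygenase from 40 uM arachidonic acid was followed colorimetrically via ferric-xylenol orange complex, using the 573/405 nm absorbance ratio. Enzyme concentration was 150 nM, with 30 min reaction at room temperature.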
IMPase cell inh – IMPase inhibition in cells. CHO-M1 cells, IP1 accumulation, HTRF TR-FRET ratio. inhibition (IP1 accumulation), % at 46.1 µM. 120,000 tested, under 10 active. AID 901; active = well fitted curve in the direction sought with a large enough effect in the signal ratio, not every such curve was filed as active; inconclusive = small, poorly fitted or top-dose-only effect, or a change in a side signal; inactive = no such curve, though single readings can be large or run the other way; the % refers to the signal ratio;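 note: cells stimulated with carbachol in lithium chloride buffer; plate controls were DMSO basal wells for no effect and reference inhibitor wells for full effect; higher means more IMPase inhibition seen as more IP1 and lower FRET ratio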
Target sequence (P97697 whole entry, looked up): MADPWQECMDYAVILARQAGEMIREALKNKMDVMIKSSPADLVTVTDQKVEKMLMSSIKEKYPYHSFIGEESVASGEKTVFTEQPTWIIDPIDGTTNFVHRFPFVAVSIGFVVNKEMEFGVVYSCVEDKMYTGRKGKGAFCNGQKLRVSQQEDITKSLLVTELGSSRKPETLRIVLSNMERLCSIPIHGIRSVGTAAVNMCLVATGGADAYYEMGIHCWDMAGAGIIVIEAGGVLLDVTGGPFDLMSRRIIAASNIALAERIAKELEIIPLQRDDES
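In this qHTS, compounds (final up to 46 uM) act on CHO-M1 cells that are then activated through the M1 receptor with carbachol, in pH 7.4 buffer containing 50 mM LiCl, for 30 min. IP1 accumulation is quantified by the IP-One immunoassay.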
PNC assembly inh – inhibitors of perinucleolar compartment assembly; PC3M PTB-GFP, PNC prevalence imaging, 16 h; stronger effect = lower value; activity change (PNC), negative = inhibition, % at 10 µM; 140,000 compounds, 3.1% hits;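 active = readout at or below -70, meaning at least 70% loss of cells showing the perinucleolar compartment, a nuclear body marking cancer cells; inconclusive = readout between -30 and a set limit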;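 note: plate controls were DMSO wells for no effect and camptothecin positive control wells for full effect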
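Read-out is percentage of cells bearing a perinucleolar compartment, from automated 20x imaging of fixed, Hoechst-stained PC3M PTB-GFP cells. Cells were seeded 4 h, then exposed 16 h to compound (23 nl of library stock) in duplicate plates.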
15-hLO-2 inh – blocks human 15-lipoxygenase 2 activity | O15296 | purified 15hLO-2, xylenol orange hydroperoxide absorbance | Potency, µM (top dose mostly 57.1 µM), inactives show at the highest dose activity change, negative = inhibition, most hits filed as inhibitors | 110,000 compounds, 0.56% hits | AID 881; note: potency is the fitted concentration of half-maximal effect; nearly all actives have a fitted effect of over 60% in size; many of its hits are not listed in these tables
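Purified human 15hLO-2 (50 nM final) preincubated with compounds 15 min at room temperature in 25 mM Hepes pH 7.5, 0.01% Triton X-100, then 45 uM arachidonic acid added for 90 min; hydroperoxide detected via ferrous/xylenol orange, 573/405 nm absorbance ratio.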
* hit, by the source's call; ? = inconclusive; . = no result given; [ ] = remark or other dose. Unless noted, calls come from the whole dose curve; as a rule, active = well fitted curve in the direction sought with a large enough effect; inconclusive = small, poorly fitted or top-dose-only effect, or another doubt; inactive = no such curve, though single readings can be large; an effect the other way counts as inactive or inconclusive. Unless noted, % is set by controls: 0 for no effect and ±100 for the full control effect. Some of the compounds tested. The share of hits here may be higher or lower than overall.

1: Cc1cc(=O)n2nc(-c3ccccc3)sc2c1C#N
2: O=C(O)[C@@H]1[C@H](C(=O)O)[C@H]2C(=O)C=C[C@H]1N2Cc1ccccc1
3: CC1CC(NC(=O)c2ncn[nH]2)CC(C)(C)C1 (stereo not given)
4: Cn1c(=O)c2c(nc(N3CCN(c4ccccn4)CC3)n2Cc2ccccc2Cl)n(C)c1=O
5: CCCOP(=O)(c1ccc(N(C)C)cc1)C(O)c1ccccc1OC (stereo not given)
6: Cc1cc(NC(=O)COc2ncnc3sc(C)c(C)c23)no1

Compound	1	2	3	4	5	6
ALOX12 inhib	-2%	-2%[11.4 µM]	0%	2%	-4%	-3%
IMPase cell inh	-9	.	-4	3	5	-4
PNC assembly inh	?	.	-9	83	-26	42
15-hLO-2 inh	-4%	-4%[11.4 µM]	39%[activator]	-4%	-1%	-4%

7: CS(=O)(=O)N(Cc1ccco1)Cc1ccccc1Cl
8: O=C(O)CCCC(=O)OCCCCc1cccs1
9: CCCOc1ccc(N2C(=O)CC(N3CCN(c4nc5ccccc5s4)CC3)C2=O)cc1 (stereo not given)
10: O=C(Nc1nc2ccccc2n1CCN1CCCCC1)c1ccc(Cl)cc1
11: COC(=O)CSc1nnc(-c2ccncc2)n1N
12: CCOC(=O)N1CCN(C(=O)CSc2nnc(CNC(=O)c3c(F)cccc3Cl)o2)CC1

Compound	7	8	9	10	11	12
ALOX12 inhib	2%	-1%	5%	-2%	-4%	-5%
IMPase cell inh	3	-5	3	3	?	2
PNC assembly inh	25	6	-11	-17	11	?
15-hLO-2 inh	-4%	-3%	?	28%	0%	0%

13: CCOC(=O)C(NCCc1ccccc1)(NC(C)=O)C(F)(F)F (stereo not given)
14: Cc1cccc(Cn2c(N(C)CCO)nc3c2c(=O)[nH]c(=O)n3C)c1
15: Cc1nn2c(SCC(=O)c3cccs3)cc(C(C)(C)C)nc2c1-c1ccccc1
16: CCOc1ccc(-n2c(=S)sc3c(=O)[nH]c(SCC(=O)NCC4CCCO4)nc32)cc1 (stereo not given)
17: CC(NC(=O)COc1ccc(/C=N/NS(=O)(=O)c2ccccc2)cc1)c1ccccc1 (stereo not given)
18: CCC(=O)OC1CSc2nc3ccccc3n2C1 (stereo not given)

Compound	13	14	15	16	17	18
ALOX12 inhib	-2%	0%	-2%	4%	-5%	-4%
IMPase cell inh	8	5	4	.	1	0
PNC assembly inh	-21	-21	29	44	?	19
15-hLO-2 inh	.	2%	.	.	-6%	8%

19: CCc1nnc(NC(=O)CSc2nnc(-c3ccoc3C)n2CC(C)C)s1
20: CC(C)(C)c1ccc(OC2=CS(=O)(=O)c3ccccc32)cc1
21: COc1cc(C2C(C#N)=C(N)Oc3n[nH]c(-c4ccccn4)c32)cc(OC)c1OC (stereo not given)
22: O=C(Nc1ccccc1)c1ccc(S(=O)(=O)NCc2ccco2)cc1
23: Cc1ccc(/C(N)=N/OC(=O)c2cccc(F)c2)cc1
24: COc1ccc(C2C3=C(CC(C)(C)CC3=O)Nc3cc4c(cc32)OCO4)cc1 (stereo not given)

Compound	19	20	21	22	23	24
ALOX12 inhib	2%	1%	-5%	-7%	-6%	-20%
IMPase cell inh	-7	7	12	-9	-4	-4
PNC assembly inh	20	29	?	-21	?	?
15-hLO-2 inh	-21%	-10%	3%	-3%	11%	-11%

25: O=C(CSc1ncn[nH]1)Nc1ccccc1-c1ccccc1
26: COC(=O)CNS(=O)(=O)c1ccc(Cc2ccc(S(=O)(=O)NCC(=O)OC)cc2)cc1
27: COC(=O)c1cc(C(C)=O)n2ccccc12
28: O=C(CSc1nc2cc(Cl)ccc2s1)N1CCCc2ccccc21
29: CC(C)CC(=O)NCCCN1CCN(CCCNC(=O)CC(C)C)CC1
30: S=c1[nH]nc(Cc2cccc3ccccc23)o1

Compound	25	26	27	28	29	30
ALOX12 inhib	-4%	-7%	2%	4%	7%	-2%
IMPase cell inh	5	6	-9	12	-1	.
PNC assembly inh	-3	-23	18	22	?	?
15-hLO-2 inh	-18%	5%	2%	-3%	.	.

31: Cc1cc(CN2C(=O)c3ccccc3C2=O)no1
32: CC(C)c1ccc(/C=C(/C#N)c2nnc(NC(=O)c3ccccc3)s2)cc1
33: O=C(CN(Cc1ccco1)C(=O)Cn1nnc(-c2ccc(F)cc2)n1)NC1CCCC1
34: O=C(O)/C=C\C(=O)Nc1ccc2c(c1)-c1ccccc1C2
35: CC1CCc2nc(NC(=O)CN3CCN(c4ccccc4)CC3)sc2C1 (stereo not given)
36: CCN(CC)S(=O)(=O)c1ccc(Cl)c(NC(=O)c2cc(Cl)ccc2Cl)c1

Compound	31	32	33	34	35	36
ALOX12 inhib	3%	0%	-8%	-2%[11.4 µM]	-13%	2%
IMPase cell inh	5	.	2	.	3	1
PNC assembly inh	-6	?	39	.	34	?
15-hLO-2 inh	1%	.	0%	-13%[11.4 µM]	73%[activator]	.

37: Cc1[nH]c2ccccc2c1C(=O)COC(=O)c1cccc(S(=O)(=O)N2CCCCC2)c1
38: COc1ccc(S(=O)(=O)CCC(=O)Nc2c(C)n(C)n(-c3ccccc3)c2=O)cc1
39: CCn1c(-c2ccccc2)csc1=Nc1ccc(S(=O)(=O)O)cc1
40: CCC(c1nnc(SCc2nc3ccccc3s2)n1Cc1ccccc1)N(C)C (stereo not given)
41: COc1ccc(CCNC(=O)C2CCN(Cc3nc(-c4ccccc4C)oc3C)CC2)cc1OC
42: N/C(=N\OC(=O)CCC1CCCCC1)c1ccccn1

Compound	37	38	39	40	41	42
ALOX12 inhib	0%	1%	0%	2%	-9%	1%
IMPase cell inh	.	-8	.	4	2	3
PNC assembly inh	11	-8	11	36	?	15
15-hLO-2 inh	.	0%	.	6%	4%	5%

43: CCNC(=O)c1cc(Cl)ccc1OC
44: CN(C)S(=O)(=O)c1cccc(NC(=O)c2ccc(OC(F)(F)F)cc2)c1
45: O=C(NCCCn1ccnc1)/C(=C\c1cccs1)NC(=O)c1ccccc1
46: CC(C)CN(C(=O)CSc1nncs1)c1c(N)n(CC(C)C)c(=O)[nH]c1=O
47: CCOc1cc(NS(C)(=O)=O)c(OCC)cc1NC(=O)c1cccs1
48: O=C(Cc1ccccc1)Nc1ccccc1CO

Compound	43	44	45	46	47	48
ALOX12 inhib	1%	-1%	2%	2%	-4%	-1%
IMPase cell inh	.	.	2	2	-12	4
PNC assembly inh	37	-4	35	-8	21	8
15-hLO-2 inh	.	.	.	12%	0%	4%

49: O=C(Cn1c(CN2CCCCC2)nc2ccccc2c1=O)NCc1ccco1
50: CN1CCC(C2(O)c3ccccc3CSc3sccc32)CC1 (stereo not given)
51: CC(C)(CNC(=O)c1sc2cc(F)ccc2c1Cl)N1CCOCC1
52: Nc1c(C(=O)c2ccc(Br)cc2)oc2ccccc12
53: CC(=O)OCC(=O)Nc1ccc(C(C)=O)cc1
54: CC(C)NC(=O)COC(=O)c1cc(F)c(F)cc1Cl

Compound	49	50	51	52	53	54
ALOX12 inhib	-1%	11%	-2%	-6%	6%	5%
IMPase cell inh	10	0	.	.	-8	3
PNC assembly inh	-6	231	-92*	?	1	-7
15-hLO-2 inh	4%	.	.	.	3%	7%

55: CCC(C)NC(=S)NNC(=O)c1ccc(C(C)(C)C)cc1 (stereo not given)
56: CCOC(=O)Cc1nnc2c(Nc3ccc(C)cc3)nc3nonc3n12
57: O=C(Cn1ccc([N+](=O)[O-])n1)NCc1ccco1
58: CCOC(=O)C1CCCN(C/C(O)=C(\C#N)c2nc(-c3ccccc3)cs2)C1 (stereo not given)
59: COc1cc(-c2nnc(-c3cccnc3)o2)cc(OC)c1OC
60: Cc1ccc[n+](CC(=O)c2cc3ccccc3oc2=O)c1

Compound	55	56	57	58	59	60
ALOX12 inhib	-2%	-4%	3%	0%	-1%	7%
IMPase cell inh	2	2	-1	3	8	20
PNC assembly inh	6	29	64	-18	2	?
15-hLO-2 inh	.	3%	-2%	-8%	-8%	-8%

61: COc1ccc(NC(=O)CCS(=O)(=O)c2ccccc2)c(OC)c1
62: Cn1c(=O)n(C)c2cc(NS(C)(=O)=O)ccc21
63: Cn1cccc1/C=N/NC(=O)c1cccc(OC(F)(F)C(F)F)c1
64: Cc1cc(Cl)cc(Br)c1OCCCN1C(=O)NC(C)(C)C1=O
65: CNCc1ccccc1OCC(=O)Nc1ccccc1OC
66: Cc1cc(C)nc(NS(=O)(=O)c2ccc(NC(=S)NC(=O)C(C)C)cc2)n1

Compound	61	62	63	64	65	66
ALOX12 inhib	4%	1%	5%	0%	5%	1%
IMPase cell inh	1	1	.	2	-2	-8
PNC assembly inh	?	-14	-9	-80*	-26	18
15-hLO-2 inh	.	-7%	.	-3%	4%	.

Whole records, looked up by structure. Screens in order: ALOX12 inhib, IMPase cell inh, PNC assembly inh, 15-hLO-2 inh
Cn1c(=O)n(C)c2cc(NS(C)(=O)=O)ccc21 as listed: 1%, 1, -14, -7%
Cc1cc(Cl)cc(Br)c1OCCCN1C(=O)NC(C)(C)C1=O as listed: 0%, 2, -80*, -3%
COc1ccc(NC(=O)CCS(=O)(=O)c2ccccc2)c(OC)c1 as listed: 4%, 1, ?, .
Cn1cccc1/C=N/NC(=O)c1cccc(OC(F)(F)C(F)F)c1 as listed: 5%, ., -9, .
Cc1cc(C)nc(NS(=O)(=O)c2ccc(NC(=S)NC(=O)C(C)C)cc2)n1 as listed: 1%, -8, 18, .

Next part
67: O=c1[nH]c(Cn2nnc(-c3ccccc3)n2)nc2scc(-c3ccccc3)c12
68: CN1C2C=C3C(C#N)=C(N)C(C#N)(C#N)[C@@H](c4cccc(F)c4)[C@@H]3C1CC2 (stereo not given in full)
69: CC(NCc1ccccc1Cl)C(=O)Nc1ccc(S(=O)(=O)N2CCCC2)cc1 (stereo not given)
70: CCCCCCNC(=O)Cc1nc2nc(C)cc(C)n2n1
71: O=C1/C(=C/c2ccc(F)cc2)CCC1C1CCCC1 (stereo not given)
72: CCOC(=O)Cc1csc(Nc2ccc(Cl)cc2)n1

Compound	67	68	69	70	71	72
ALOX12 inhib	-1%	-20%	0%	2%	0%	2%
IMPase cell inh	-14	8	.	-4	.	6
PNC assembly inh	19	-17	1	-24	3	2
15-hLO-2 inh	-19%	-5%	.	-3%	.	.

73: O=C(c1ccco1)N1CCN(CCCCN2C(=O)c3ccccc3C2=O)CC1
74: COc1ccc(CC(=O)n2nc(-c3ccccc3)nc2NCc2ccco2)cc1
75: Cc1cc2nc(C3CCCN(C(=O)NCc4ccccc4)C3)[nH]c2cc1C (stereo not given)
76: C=CCn1c(SCc2c(C)noc2C)nnc1C1COc2ccccc2O1 (stereo not given)
77: Cc1ccc(C)c(C(=O)CSc2n[nH]c(C(C)C)n2)c1
78: Cc1cc(C)c(NC(=O)c2cn3c4c(c(N5CCN(C)CC5)c(F)cc4c2=O)OCC3C)c(C)c1 (stereo not given)

Compound	73	74	75	76	77	78
ALOX12 inhib	3%	-6%	2%	-2%	-2%	-1%
IMPase cell inh	0	-3	4	8	-8	.
PNC assembly inh	9	2	-1	?	-8	?
15-hLO-2 inh	4%	4%[2.29 µM]	16%	-8%	5%	.

Assay outcomes from PubChem.
